Source: PubChem BioAssay
C2C12 statin = protects C2C12 myotubes from simvastatin toxicity; ATP luminescence, 48 h; scaled: DMSO 0, geranylgeraniol control 100; hit rate 0.78% among 330,000; AID 602340; rescue of ATP level, % at 7.49 µM;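 active means mean ATP rescue above about 67%, or every replicate alone reaching that limit, limit read from the data, passing the limit was not always enough; inconclusive means no clear call, values can overlap the other calls; inactive means mean under the limit and some replicate under it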;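 further: myotubes were challenged with 10 µM simvastatin during compound exposure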
ERp5 block = ERp5 (human) disulfide isomerase inhibition; Q15084; ERp5 insulin aggregation, absorbance 650 nm, 90 min; inhibition, % at 9.99 µM; hit rate 0.05% among 350,000; AID 651711;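 active means mean replicate inhibition above about 25%, with every replicate also reaching it, limit read from the data, passing the limit was not always enough; inconclusive means only one of those two criteria met; inactive means neither criterion met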
E-selectin induc = induces E-selectin expression in human endothelial cells; HUVEC E-selectin immunofluorescence imaging; normalized: neutral wells 0, TNF-alpha wells 100; hit rate 0.37% among 260,000; AID 686992; activation, % at 7.58 µM;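 active means mean E-selectin-positive cell signal at least 10% of the positive control, reached in at least 60% of replicates, without over 20% cell loss; inconclusive means no rule given, readout overlaps actives, possibly toxicity-flagged; inactive means the rest, including those meeting only one limit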;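 further: in these data hits start at about 27%; measured in HUVEC primary endothelial cells; signal is the percent of cells scored E-selectin positive by PE staining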
Target sequence (P16581 whole entry, looked up): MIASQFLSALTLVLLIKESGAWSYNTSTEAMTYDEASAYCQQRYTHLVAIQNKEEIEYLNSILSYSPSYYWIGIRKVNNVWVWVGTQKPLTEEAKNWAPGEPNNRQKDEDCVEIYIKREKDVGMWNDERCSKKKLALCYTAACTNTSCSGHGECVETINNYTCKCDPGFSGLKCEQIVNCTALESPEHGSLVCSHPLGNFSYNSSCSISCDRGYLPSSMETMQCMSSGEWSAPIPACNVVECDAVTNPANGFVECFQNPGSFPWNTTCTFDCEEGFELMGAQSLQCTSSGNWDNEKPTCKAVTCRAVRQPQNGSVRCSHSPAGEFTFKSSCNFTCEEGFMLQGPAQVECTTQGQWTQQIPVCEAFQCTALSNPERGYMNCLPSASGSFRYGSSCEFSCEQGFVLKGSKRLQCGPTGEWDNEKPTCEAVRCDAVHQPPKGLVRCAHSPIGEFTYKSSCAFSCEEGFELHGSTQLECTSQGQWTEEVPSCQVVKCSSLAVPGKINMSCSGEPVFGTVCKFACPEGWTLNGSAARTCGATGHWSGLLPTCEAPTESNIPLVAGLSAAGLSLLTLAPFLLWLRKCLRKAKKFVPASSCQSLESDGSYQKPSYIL
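System: HUVEC, human umbilical vein endothelial cells; quantity: 3,000 cells/well; buffer or medium: EGM-2 medium, gelatin-coated wells; dosing: single-point compound dose; detection: immunofluorescence imaging; evaluation: % PE-positive cells; benchmarks: TNF-alpha, DMSO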
S100A4 inh HTS = inhibitors of human S100A4 binding to myosin IIA peptide. P26447. S100A4/TAMRA-MyoIIA peptide fluorescence polarization. inhibition, % at 10.7 µM. hit rate 0.14% among 360,000. AID 652163;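 active means mean inhibition of at least 70% across replicates, with every replicate also reaching that level; inconclusive means mean inhibition reaches 70% but some replicates fall short; inactive means mean inhibition below 70%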
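Assay system: human S100A4 monomer with TAMRA-labelled myosin IIA peptide / Buffer or medium: Calcium-containing HEPES buffer, pH 7.2 / Reagent: TAMRA-labelled myosin IIA heavy-chain peptide probe, 5 nM / Compound: one dose per compound / Timing: polarization read 5 min after assay mix addition, stable 5–60 min / Benchmarks: neutral control DMSO, positive control TFP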
SIRT5 block = blocks human SIRT5 desuccinylation of peptide | Q9NXA8 | Purified SirT5, succinyl-peptide AMC, trypsin-coupled fluorescence | inhibition, % at 15 µM | hit rate 1.1% among 330,000 | AID 652115; in the data active means inhibition above about 15%; inconclusive means no clear call, values can overlap the other calls
Target sequence (Q9NXA8 whole entry, looked up): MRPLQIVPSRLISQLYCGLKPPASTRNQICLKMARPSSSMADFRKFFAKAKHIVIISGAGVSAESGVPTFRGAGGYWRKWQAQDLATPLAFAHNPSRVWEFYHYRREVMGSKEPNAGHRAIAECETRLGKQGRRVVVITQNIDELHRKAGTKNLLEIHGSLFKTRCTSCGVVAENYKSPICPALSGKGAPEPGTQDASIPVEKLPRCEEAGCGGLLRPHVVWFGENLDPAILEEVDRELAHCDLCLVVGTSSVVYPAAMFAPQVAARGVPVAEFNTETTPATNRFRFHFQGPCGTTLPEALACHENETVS
DENV2 CPE = protects cells from dengue virus 2 cytopathic effect; DENV2-infected cells, cytopathic effect rescue, plate reader; CPE inhibition, % at 9.99 µM; hit rate 1.7% among 350,000; in the data active means CPE inhibition above about 20%, passing the limit was not always enough; inconclusive means no clear call, values can overlap the other calls; tested in BHK-21 cells;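 further: 0% = median of neutral control wells and 100% = median of positive control wells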
PglD DTNB = blocks C. jejuni PglD acetyltransferase activity. purified PglD enzyme, DTNB colorimetric CoA detection. AID 602405. inhibition, % at 12.5 µM. hit rate 0.098% among 360,000; in the data active means inhibition above about 16%, passing the limit was not always enough; inconclusive means no clear call, values can overlap the other calls; further: strong numbers were not always called active
Active calls of the source: *; ? = inconclusive; · = no result given.

Key to letters – A = C2C12 statin; B = ERp5 block; C = E-selectin induc; D = S100A4 inh HTS; E = SIRT5 block; F = DENV2 CPE; G = PglD DTNB
C[C@H](CO)N1C[C@H](C)[C@H](CN(C)CC2CCCC2)Oc2ncc(Br)cc2C1=O
  A: -7.0 | B: 0.3 | C: 0.5 | D: 13.5 | E: 1.2 | F: -1.4 | G: 2.3
Cc1cc2c(c(C)c1Br)C(c1ccc3c(c1)OCO3)CC(=O)O2 (centres undefined)
  A: 17.2 | B: -10.0 | C: -0.2 | D: 0.2 | E: 13.4 | F: 4.2 | G: -1.2
COc1ccc(-c2cnc3c(c2)C(=O)N([C@@H](C)CO)C[C@@H](C)[C@H](CN(C)C(=O)C2CCCCC2)O3)cc1
  A: 11.9 | B: 5.2 | C: 0.7 | D: 3.5 | E: -2.6 | F: 6.2 | G: 4.7
C[C@@H]1CN([C@H](C)CO)C(=O)c2cc(NC(=O)c3ccccc3)ccc2O[C@@H](C)CCCCO[C@H]1CN(C)C(=O)Nc1ccc2c(c1)OCO2
  A: · | B: -0.2 | C: -0.1 | D: -7.3 | E: 0.9 | F: -6.2 | G: 1.0
Cc1ccc(S(=O)(=O)N(CCCc2c(C)nc(N)[nH]c2=O)Cc2ccc([N+](=O)[O-])cc2)cc1
  A: · | B: 7.4 | C: 0.9 | D: 7.4 | E: -0.8 | F: 8.4 | G: ·
O=C(COC(=O)c1ccc(Br)o1)Nc1ccc(N2CCOCC2)cc1
  A: -4.3 | B: 1.4 | C: · | D: -2.0 | E: -0.9 | F: 4.7 | G: 1.4
CC(=O)N(Cc1cc2ccccc2[nH]c1=O)c1ccc(C)cc1
  A: 8.3 | B: -7.5 | C: · | D: -0.3 | E: 2.5 | F: 4.2 | G: -6.0
COc1ccc2oc(C(=O)OCC(=O)N3CCCC(C)C3)c(C)c2c1 (centres undefined)
  A: -5.0 | B: 2.0 | C: 1.5 | D: 5.5 | E: -7.2 | F: -0.1 | G: ·
CCC(C)NC(=O)C1CCC(=O)N(c2ccc3c(c2)OCO3)C1c1ccc(OC)cc1 (centres undefined)
  A: -0.5 | B: -3.3 | C: -0.7 | D: 1.5 | E: 1.4 | F: ? | G: 0.7
N#C[C@@H]1[C@H](c2ccccc2C2=CCCCC2)[C@@H](CO)N1C(=O)CN1CCOCC1
  A: · | B: -1.8 | C: 0.2 | D: 8.0 | E: -1.9 | F: 3.2 | G: ·
CC(CN1CCCCC1)c1ccccc1 (centres undefined)
  A: 0.1 | B: 3.3 | C: · | D: 7.2 | E: -0.1 | F: 2.4 | G: -1.7
Nc1nc(NCCCN2CCOCC2)nc(Nc2ccccc2F)c1[N+](=O)[O-]
  A: · | B: -0.2 | C: · | D: 4.1 | E: 2.0 | F: 3.6 | G: ·
O=C(COc1coc(CN2CCN(c3ccc(F)cc3)CC2)cc1=O)Nc1ccccc1
  A: -0.8 | B: 5.1 | C: · | D: -4.2 | E: -3.2 | F: -5.3 | G: -0.4
C[C@H](CO)N1C[C@H](C)[C@H](CN(C)C(=O)C2CCC2)Oc2ncc(C#CC3(O)CCCC3)cc2C1=O
  A: -18.6 | B: 3.0 | C: 2.7 | D: 7.0 | E: 1.8 | F: -5.2 | G: -0.5
O=C(NCc1ccc2c(c1)OCO2)c1ccc(S(=O)(=O)C(F)F)cc1
  A: 3.5 | B: 5.6 | C: 0.8 | D: -6.1 | E: -1.6 | F: -0.4 | G: ·
CC(C)NC(=O)N1CC2(C1)[C@H](c1ccccc1)[C@@H](CO)N2C(=O)C1CCCCC1
  A: · | B: 1.9 | C: 0.3 | D: -4.9 | E: 5.7 | F: 4.1 | G: ·
O=C(Cn1cnc([N+](=O)[O-])n1)N/N=C/c1cc(Cl)ccc1O
  A: · | B: -0.3 | C: · | D: -5.6 | E: -1.6 | F: -2.3 | G: ·
CCc1c(C)[nH]n(-c2nc(-c3ccccc3)cs2)c1=O
  A: · | B: 2.5 | C: · | D: -3.7 | E: 0.9 | F: 3.1 | G: ·
C[C@@H]1CCCCO[C@H](CN(C)Cc2ccc(C(=O)O)cc2)[C@H](C)CN([C@H](C)CO)C(=O)c2cc(NC(=O)CCC(F)(F)F)ccc2O1
  A: · | B: -5.7 | C: 0.0 | D: -4.0 | E: -3.3 | F: 2.7 | G: -1.4
C[C@H]1CN([C@@H](C)CO)C(=O)c2cc(NC(=O)CCCN(C)C)ccc2O[C@@H]1CN(C)S(=O)(=O)c1cccs1
  A: 10.5 | B: 0.6 | C: 1.2 | D: -16.3 | E: -3.5 | F: -2.4 | G: 10.7
CC(C)NC(=O)N[C@@H]1C=C[C@@H](CC(=O)O)O[C@@H]1CO
  A: -4.2 | B: 8.4 | C: -0.6 | D: -0.2 | E: 0.2 | F: 12.9 | G: 0.5
O=C(NCc1cccc(Cl)c1)c1ccc(-c2cccnc2)c2ccoc12
  A: -8.5 | B: 4.3 | C: 0.1 | D: -1.8 | E: · | F: 3.2 | G: -5.0
O=C(N[C@H]1CC[C@H](CCNC(=O)C2CCCC2)O[C@@H]1CO)c1ccccn1
  A: 1.4 | B: 0.5 | C: 0.1 | D: -5.8 | E: 1.7 | F: -9.7 | G: -0.8
C[C@H](CO)N1C[C@H](C)[C@H](CN(C)C(=O)CC2CC2)Oc2ncc(C#CC(C)(C)O)cc2C1=O
  A: -3.2 | B: -5.6 | C: -0.1 | D: -9.5 | E: -6.4 | F: -1.1 | G: -0.9
C[C@@H]1CN([C@@H](C)CO)C(=O)c2cccc(NC(=O)C3CCOCC3)c2O[C@H]1CN(C)Cc1ccc(C(F)(F)F)cc1
  A: -1.0 | B: -0.3 | C: -0.9 | D: 0.3 | E: -1.0 | F: ? | G: 0.0

12 entries from above, reformatted.
Results follow in this order: C2C12 statin, ERp5 block, E-selectin induc, S100A4 inh HTS, SIRT5 block, DENV2 CPE, PglD DTNB
C[C@H](CO)N1C[C@H](C)[C@H](CN(C)C(=O)C2CCC2)Oc2ncc(C#CC3(O)CCCC3)cc2C1=O
    -18.6, 3.0, 2.7, 7.0, 1.8, -5.2, -0.5
O=C(NCc1ccc2c(c1)OCO2)c1ccc(S(=O)(=O)C(F)F)cc1
    3.5, 5.6, 0.8, -6.1, -1.6, -0.4, ·
CC(C)NC(=O)N1CC2(C1)[C@H](c1ccccc1)[C@@H](CO)N2C(=O)C1CCCCC1
    ·, 1.9, 0.3, -4.9, 5.7, 4.1, ·
O=C(Cn1cnc([N+](=O)[O-])n1)N/N=C/c1cc(Cl)ccc1O
    ·, -0.3, ·, -5.6, -1.6, -2.3, ·
CCc1c(C)[nH]n(-c2nc(-c3ccccc3)cs2)c1=O
    ·, 2.5, ·, -3.7, 0.9, 3.1, ·
C[C@@H]1CCCCO[C@H](CN(C)Cc2ccc(C(=O)O)cc2)[C@H](C)CN([C@H](C)CO)C(=O)c2cc(NC(=O)CCC(F)(F)F)ccc2O1
    ·, -5.7, 0.0, -4.0, -3.3, 2.7, -1.4
C[C@H]1CN([C@@H](C)CO)C(=O)c2cc(NC(=O)CCCN(C)C)ccc2O[C@@H]1CN(C)S(=O)(=O)c1cccs1
    10.5, 0.6, 1.2, -16.3, -3.5, -2.4, 10.7
CC(C)NC(=O)N[C@@H]1C=C[C@@H](CC(=O)O)O[C@@H]1CO
    -4.2, 8.4, -0.6, -0.2, 0.2, 12.9, 0.5
O=C(NCc1cccc(Cl)c1)c1ccc(-c2cccnc2)c2ccoc12
    -8.5, 4.3, 0.1, -1.8, ·, 3.2, -5.0
O=C(N[C@H]1CC[C@H](CCNC(=O)C2CCCC2)O[C@@H]1CO)c1ccccn1
    1.4, 0.5, 0.1, -5.8, 1.7, -9.7, -0.8
C[C@H](CO)N1C[C@H](C)[C@H](CN(C)C(=O)CC2CC2)Oc2ncc(C#CC(C)(C)O)cc2C1=O
    -3.2, -5.6, -0.1, -9.5, -6.4, -1.1, -0.9
C[C@@H]1CN([C@@H](C)CO)C(=O)c2cccc(NC(=O)C3CCOCC3)c2O[C@H]1CN(C)Cc1ccc(C(F)(F)F)cc1
    -1.0, -0.3, -0.9, 0.3, -1.0, ?, 0.0

(continued)
Key to letters – A = C2C12 statin; B = ERp5 block; C = E-selectin induc; D = S100A4 inh HTS; E = SIRT5 block; F = DENV2 CPE; G = PglD DTNB
COC(=O)COc1ccc(S(=O)(=O)Nc2ccc(C(N)=O)cc2)cc1
  A: -1.0 | B: 2.3 | C: · | D: -2.2 | E: · | F: · | G: 2.0
COc1ccc(N=C2SCC(c3ccc(C)cc3)=NN2CCO)cc1
  A: -31.2 | B: 4.5 | C: · | D: -2.5 | E: -3.1 | F: -1.4 | G: ·
COc1ccc(Cc2nnc(SCC(=O)c3c(N)n(C4CC4)c(=O)[nH]c3=O)o2)cc1
  A: -18.9 | B: 2.8 | C: -0.6 | D: -1.3 | E: -2.7 | F: -2.4 | G: -3.5
C[C@H](CO)N1C[C@H](C)[C@@H](CN(C)C(=O)C2CCC2)Oc2ncc(/C=C/c3ccccc3)cc2C1=O
  A: -1.6 | B: 6.6 | C: 0.8 | D: -27.2 | E: -5.8 | F: -0.9 | G: 1.9
Cc1ccc(S(=O)(=O)C2(C(=O)N3CCN(c4ccccc4F)CC3)CC2)cc1
  A: 2.1 | B: 1.5 | C: -0.1 | D: 2.6 | E: 0.4 | F: 13.7 | G: 6.4
Cc1ccc(N2CCN(C(=O)C(=O)c3cccc(Br)c3)CC2)cc1
  A: · | B: -4.0 | C: 0.0 | D: 0.2 | E: · | F: 0.1 | G: ·
C/C=C/c1cnc2c(c1)C(=O)N([C@H](C)CO)C[C@@H](C)[C@@H](CN(C)S(=O)(=O)c1ccccc1)O2
  A: -9.0 | B: 1.0 | C: -0.1 | D: -10.7 | E: -0.2 | F: -3.5 | G: -1.5
COc1cccc(NC(=O)N2C[C@@H](O)COC[C@@H]3O[C@@H](CC(=O)N(C)C)CC[C@H]32)c1
  A: -0.5 | B: 1.2 | C: -0.1 | D: -2.5 | E: 5.0 | F: -2.1 | G: -0.8

Not all compounds are listed; count on the stated rates, not on these rows.
